MPTP inh – blocks calcium-induced mitochondrial swelling | isolated mouse mitochondria, Ca2+ swelling absorbance, 30 min | inhibition, % at 10 µM | 360,000 tested, 1.4% active | AID 602449;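 active means inhibition of 50% or more, scaled per plate between neutral and stimulator controls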;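 further: 0% = DMSO wells given calcium and 100% = 1 mM EGTA wells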
PfGluPho inh – PfG6PD (Plasmodium falciparum) enzyme inhibition | PfGluPho enzyme, NADPH resazurin-diaphorase fluorescence | 350,000 tested, 0.78% active | inhibition, % at 20 µM;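 active means inhibition reaching at least a set limit at 20 µM in the primary screen, cut at about 59% in these data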;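 further: 0% = DMSO wells with substrate and 100% = DMSO wells lacking glucose-6-phosphate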
SENP8 block – blocks human SENP8 cleavage of Nedd8 substrate. Q96LD8. recombinant SENP8, Nedd8 substrate fluorescence. inhibition, % at 20 µM. 360,000 tested, 0.64% active; in the data active means inhibition mostly above about 40%, no sharp cut-off; inactive means mostly below about 27%
Target sequence (Q96LD8 whole entry, looked up): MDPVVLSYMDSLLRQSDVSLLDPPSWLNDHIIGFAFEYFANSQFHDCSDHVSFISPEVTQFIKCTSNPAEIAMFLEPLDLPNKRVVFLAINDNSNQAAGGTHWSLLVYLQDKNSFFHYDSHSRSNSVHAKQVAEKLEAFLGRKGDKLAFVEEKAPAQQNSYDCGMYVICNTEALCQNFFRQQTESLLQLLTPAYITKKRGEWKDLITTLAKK
SENP6 inh – inhibitors of human SENP6 protease | Q9GZR1 | Recombinant SENP6 catalytic domain, aminoluciferin luminescence | inhibition, % at 10 µM | 330,000 tested, 1.8% active | AID 2599;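 active means inhibition above about 50% at the single tested dose, limit read from the data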;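 further: plate controls were DMSO wells with enzyme for no effect and DMSO wells lacking enzyme for full effect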
Target sequence (Q9GZR1 628-1112 limits assumed): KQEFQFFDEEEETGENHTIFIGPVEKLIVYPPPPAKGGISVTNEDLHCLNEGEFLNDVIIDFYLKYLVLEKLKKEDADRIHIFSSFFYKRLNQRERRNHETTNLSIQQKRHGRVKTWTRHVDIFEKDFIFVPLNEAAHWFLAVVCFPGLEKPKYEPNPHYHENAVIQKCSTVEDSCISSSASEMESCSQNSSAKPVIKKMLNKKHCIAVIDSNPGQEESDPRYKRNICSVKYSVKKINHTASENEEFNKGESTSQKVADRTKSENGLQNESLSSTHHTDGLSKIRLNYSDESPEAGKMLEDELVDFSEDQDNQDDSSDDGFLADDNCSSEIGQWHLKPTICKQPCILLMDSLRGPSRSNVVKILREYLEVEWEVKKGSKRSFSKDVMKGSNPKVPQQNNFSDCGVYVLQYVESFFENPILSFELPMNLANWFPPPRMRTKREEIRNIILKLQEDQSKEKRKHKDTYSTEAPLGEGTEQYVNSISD
SENP1 FRET inh – inhibitors of human SENP1 SUMO protease catalytic domain; Q9P0U3; 360,000 tested, 0.21% active; inhibition, % at 10 µM; AID 624204; recombinant SENP1 catalytic domain, CyPet-SUMO1-YPet FRET cleavage;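 active means inhibition at least 30% at 10 µM, raw YFP signal under a set limit, fluorescence ratio 0.5 to 1.5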;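 further: 0% = enzyme with DMSO and 100% = no enzyme wells; some results filed as inactive read as strong as hits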
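Test system: recombinant human SENP1 catalytic domain, His6-tagged / Medium: pH 8 Tris buffer with EDTA, NaCl, BME, BSA, NP40, catalase / Also added: SUMO1 FRET substrate flanked by Cypet and Ypet, 25 nM / Times: 50 min reaction at room temperature / Signal: FRET, CFP and YFP emission / Control set: no-enzyme low control and enzyme-plus-DMSO high control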
GRIN3A LBD mod – NR3A (human) ligand-binding domain modulation; 340,000 tested, 2.5% active; NR3A LBD differential scanning fluorimetry, Tm shift; 0% = protein alone, 100% = glycine-bound protein; Tm shift relative to glycine control, % at 25 µM;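 active means melting temperature shift of at least 10% of the positive control shift, at one fixed dose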
hIAP act – increases human intestinal alkaline phosphatase activity; AID 2524; P09923; purified human IAP, CDP-Star luminescence, 30 min; active compounds read high; 1 = vehicle-only enzyme, 0 = enzyme-free background; activation factor at 10 µM; 330,000 tested, 0.16% active;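 active means activation factor of the enzyme at least 2-fold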; further: the source names both 10 and 20 µM as test concentration; values of inactives mirror those of a sister screen read the other way
ATG4B inh – ATG4B (human) cysteine protease inhibition; inhibition, % at 8.33 µM; ATG4B cleavage of LC3-PLA2, NBD-HPC fluorescence, 1 h; Q9Y4P1; 340,000 tested, 0.51% active; in the data active means inhibition above about 40%
Target sequence (Q9Y4P1 whole entry, looked up): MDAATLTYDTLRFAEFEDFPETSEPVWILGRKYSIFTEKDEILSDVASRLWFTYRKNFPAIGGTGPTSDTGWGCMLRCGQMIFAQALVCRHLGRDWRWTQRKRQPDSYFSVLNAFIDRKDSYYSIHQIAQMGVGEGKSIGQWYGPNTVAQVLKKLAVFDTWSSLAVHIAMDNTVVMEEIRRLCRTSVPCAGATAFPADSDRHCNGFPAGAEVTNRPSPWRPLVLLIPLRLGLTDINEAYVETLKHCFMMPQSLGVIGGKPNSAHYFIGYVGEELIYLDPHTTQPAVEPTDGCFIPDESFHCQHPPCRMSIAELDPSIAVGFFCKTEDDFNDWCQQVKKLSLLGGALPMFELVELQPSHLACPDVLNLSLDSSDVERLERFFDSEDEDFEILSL
An asterisk follows results filed as active; / = not tested or not shown.

Fields – MPTP inh	PfGluPho inh	SENP8 block	SENP6 inh	SENP1 FRET inh	GRIN3A LBD mod	hIAP act	ATG4B inh
> Cc1ccc(Nc2nc(CSc3nnnn3-c3ccccc3)cc(=O)[nH]2)cc1
→ 44	3	9	-3	1	11*	1.3	-17
> Clc1cccc(/C=N\Nc2nccs2)c1
→ -1.5	-1	-48	26	-4	-15	1.1	4
> Cc1cnc(NC(=O)Cn2cnc3c2c(=O)n(C)c(=O)n3C)s1
→ 1.0	-3	12	-1	1	-2	1	-4
> COc1ccccc1CCNC(=O)C(=O)Nc1cc2c3c(c1)CC(=O)N3CCC2
→ -0.4	9	6	-20	1	-1	1.1	-4
> CCOc1ccc2ccccc2c1/C=N/NC(=O)c1c(C)cc(C)[nH]c1=O
→ 2.1	8	-38	-6	-1	0	1.2	-10
> O=C(C1CCCC1)N1CCN(S(=O)(=O)c2ccc(F)c(F)c2F)CC1
→ -0.6	-11	10	4	1	0	1.1	-5
> CCC/C(C#Cc1cc(OC)cc(OC)c1)=C1/c2ccccc2C(=O)N1c1ccccc1
→ -0.5	8	-102	0	-8	1	0.87	-3
> NC(=O)c1ccccc1NC(=O)CSC1=NCCS1
→ -0.2	9	-10	-17	0	0	1.2	-5
> Cc1ccc(C)c2c1CCC(=Cc1ccccc1[N+](=O)[O-])C2=O
→ -0.1	44	16	/	0	/	/	/
> COC(=O)C(NC(C)=O)(Nc1nc2c(s1)CCCC2)C(F)(F)F (stereo not given)
→ 2.0	4	13	-4	-1	-1	0.99	-5
> O=C1C2C3C=CC(C4CC34)C2C(=O)N1CCc1ccccc1 (stereo not given)
→ -0.7	-13	5	-6	-4	-5	0.94	-3
> O=C(CSc1nnc(-c2cccnc2)o1)N1CCCCC1
→ -1.9	-5	2	-31	-2	-1	0.94	-8
> COc1cccc(CN(Cc2cccnc2)S(=O)(=O)c2ccc(-n3cnnn3)c(C)c2)c1
→ -0.1	6	13	-32	0	-3	1.1	-1
> O=C(CCCC(=O)N1CCN(c2ccc([N+](=O)[O-])cc2)CC1)c1ccccc1
→ 4.7	27	28	6	-3	0	0.83	-15
> NC(=O)C1(N2CCCCC2)CCN(C2CC(=O)N(CCc3ccccc3)C2=O)CC1 (stereo not given)
→ -1.2	-15	16	-11	6	-3	0.94	1
> CC[C@]1(C(=O)OC)[C@H]2C(=O)N(Cc3ccccc3)C(=O)[C@H]2[C@H]2CN(C)C(=NC)N21
→ 0.7	1	7	/	3	2	/	-3
> COc1ccc(C(=O)N(CC2CCCO2)C(C(=O)NCCC(C)C)c2ccc(C)cc2)cc1OC (stereo not given)
→ -0.9	-4	1	-9	-1	2	1.1	4
> COc1cc(C(=O)O)nc2ccc([N+](=O)[O-])cc12
→ -1.7	-10	7	0	0	0	1	-8
> CCCCCCN1C[C@H](n2cc(-c3ccc(F)cc3)nn2)[C@@H](O)C[C@@H]1c1ccc(C)cc1
→ 1.0	31	2	/	0	/	/	/
> CN(CCCC(=O)N1CCN(c2ncccn2)CC1)S(=O)(=O)c1ccc(F)cc1
→ -0.3	5	-12	0	2	2	1.1	3
> Cc1[nH]c(C)c(S(=O)(=O)NCCc2ccc(S(N)(=O)=O)cc2)c1C(=O)N1CCCC1
→ -2.4	2	9	6	0	1	1	-6
> O=C1NC(=S)N/C1=C/c1cccc([N+](=O)[O-])c1
→ -0.5	0	4	-9	1	2	1.1	-5
> Cc1cccc(CN(C(=S)Nc2c(C)cccc2C)c2cccnc2)c1
→ -1.0	16	16	-2	-1	-2	1	2
> Cc1ccc(CNC(=O)CCC(=O)n2ncc3cc(C)ccc32)cc1
→ 0.9	-6	16	-6	-1	-1	1	0
> Cc1cccc(NC(=O)Cc2nc(-c3c[nH]c(C(=O)N4CCCC4)c3)cs2)c1
→ 2.1	1	-17	-13	-14	-1	1	-19
> COc1ccc([N+](=O)[O-])cc1NC(=O)COC(=O)c1ccccc1C(=O)c1ccccc1
→ 0.1	-14	15	-13	2	-8	0.87	-11
> O=C(NCCCN1CCCC1)c1ccc(CS(=O)(=O)c2ccc(Br)cc2)o1
→ 0.1	11	18	-20	-4	-2	0.83	1
> Cc1ccc2[nH]c(=O)c(C(c3nnnn3CC3CCCO3)N3CCCc4ccccc43)cc2c1 (stereo not given)
→ 0.9	27	-42	-2	-35	19*	1	3
> Cc1noc(C)c1S(=O)(=O)N(C)C[C@@H]1OCc2cnnn2CCCC(=O)N([C@@H](C)CO)C[C@H]1C
→ -1.4	-19	11	/	0	/	/	/
> CCC(c1ccccc1)c1nnc(NC(=O)c2ccco2)s1 (stereo not given)
→ 0.9	-6	23	-14	1	1	1	2

The final three records of the section above lead into the next.
Fields – MPTP inh	PfGluPho inh	SENP8 block	SENP6 inh	SENP1 FRET inh	GRIN3A LBD mod	hIAP act	ATG4B inh
> Cc1ccc2[nH]c(=O)c(C(c3nnnn3CC3CCCO3)N3CCCc4ccccc43)cc2c1 (stereo not given)
→ 0.9	27	-42	-2	-35	19*	1	3
> Cc1noc(C)c1S(=O)(=O)N(C)C[C@@H]1OCc2cnnn2CCCC(=O)N([C@@H](C)CO)C[C@H]1C
→ -1.4	-19	11	/	0	/	/	/
> CCC(c1ccccc1)c1nnc(NC(=O)c2ccco2)s1 (stereo not given)
→ 0.9	-6	23	-14	1	1	1	2
> CCCCn1c(SCC(=O)Nc2sc3c(c2C(N)=O)CCC3)nnc1-c1ccccc1
→ -0.3	-5	-27	-5	-12	0	0.96	-7
> O=C(Nc1ccc(Cl)cc1)Nc1ccccc1CC[N+](=O)[O-]
→ 83*	14	9	-2	-5	-4	0.9	65*
> CCOc1ccc(N2C(=O)c3cccnc3C2Nc2ccc(Cl)cc2)cc1 (stereo not given)
→ -1.2	5	5	6	-2	0	0.98	11
> Cc1nn(CC(=O)Nc2nnc(CC(=O)N3CCCC3)s2)c(=O)c2ccccc12
→ 0.0	-13	34	-4	-1	1	0.93	-3
> CC(C)(C)CN1C(N)=NC[C@@H]1Cc1ccc(O)cc1
→ -0.3	-7	12	5	0	0	1	3
> CCOC(=O)C1=CN(Cc2ccco2)S(=O)(=O)NC1c1cccc(OC)c1 (stereo not given)
→ -1.8	-2	9	/	-8	-1	/	3
> CCOC(=O)C1=NNC(C(=O)c2ccccc2)C1c1ccc(C)cc1 (stereo not given)
→ 1.9	-17	-5	-35	0	0	1.1	-9
> CC(=O)N1/C(=C/c2ccc(N(C)C)cc2)C(=O)c2ccccc21
→ 17	10	-18	/	1	0	/	5
> CCCCn1c(SCC(=O)N(C)C)nnc1-c1ccncc1
→ -2.3	3	12	-2	2	1	1.1	0
> CCCC(=O)N1CCN(c2ccc(NC(=O)c3ccc(OCC)c([N+](=O)[O-])c3)cc2)CC1
→ -3.1	3	14	5	1	-6	0.89	-2
> COC(=O)c1ccc(NN=Nc2ccc(C)cc2)cc1
→ -0.2	16	13	4	12	-5	0.89	-9
> CCCn1c(N)c(C(=O)CSc2n[nH]c(-c3ccccc3F)n2)c(=O)n(C)c1=O
→ -0.1	2	6	8	1	-2	0.97	2
> C=CC#CC1(O)CC(C)N(C)CC1C (stereo not given)
→ -0.9	-5	10	-7	1	2	0.91	13
> CC1=NN(C(N)=S)C(=O)C1N=Nc1ccccc1O (stereo not given)
→ -27	-15	13	7	-1	-1	1.3	1
> CCCNC(=O)c1n[nH]c2c1CC(C(C)(C)CC)CC2 (stereo not given)
→ -0.4	12	16	2	1	-1	1.4	0
> O=C(CN(Cc1ccccc1)S(=O)(=O)c1ccc(S(=O)(=O)N2CCOCC2)cc1)Nc1ccccc1
→ 8.2	-7	7	6	3	8	0.93	-6
> COc1ccc(N(CC(=O)Nc2cccnc2)S(=O)(=O)c2ccccc2)cc1Cl
→ -0.2	10	0	-12	1	-2	1.1	-5
> CCn1c(=O)c(C(=O)CN2CCN(Cc3ccc4c(c3)OCO4)CC2)c(N)n(Cc2ccccc2)c1=O
→ 0.2	0	-1	-9	-3	0	1.2	2
> Cc1nn(C(C)(C)C)c(NC(=O)c2ccccc2)c1C#N
→ 0.4	1	13	-28	2	-2	0.94	0
> COc1ccc(C)cc1NC(=O)C(OC(=O)c1ccc([N+](=O)[O-])o1)c1ccccc1 (stereo not given)
→ 2.8	17	13	-16	-3	-4	1	-24
> CCCN(CCC)C(=S)NC(=O)c1ccc(Cl)cc1Cl
→ -0.6	-21	14	-19	3	-2	0.95	2
> Cc1ccc(OC(=O)c2ccc(Br)o2)cc1
→ 0.2	-6	8	-27	2	1	1.3	7
> O=C(CCCOc1ccc(Cl)cc1Cl)NCCc1nnc2ccccn12
→ -2.2	-8	4	-14	-2	-4	1	-9
> COc1cccc(C(=O)N2N=C(c3ccccc3)CC2(O)C(F)(F)F)c1 (stereo not given)
→ 29	6	6	-7	-3	-13	0.93	-4
> CCOC(=O)c1c(CN2CCNCC2)nc2ccc(Cl)cc2c1-c1ccccc1
→ 22	4	16	/	-1	1	/	3
> Cc1cc(NC(=O)CSc2nnc(-c3ccncc3)n2Cc2ccccc2)n(-c2ccccc2)n1
→ 0.9	-3	17	-3	2	0	1	-6
> C/C=C/c1ccc(OCC(=O)OCC(=O)NC2CC2)c(OC)c1
→ -2.8	4	8	/	2	-1	/	-14
> C1CN(c2nc3nonc3nc2N2CCSCC2)CCO1
→ 1.3	-17	35	-5	2	1	0.82	12
> COc1ccc(-c2c(C#N)c(SCc3c(C)noc3C)nc3c2C(=O)CC(C)(C)C3)cc1
→ 3.7	-9	20	6	2	0	0.92	1
> O=C(NCc1n[nH]c(=S)n1-c1cccc(C(F)(F)F)c1)c1ccco1
→ 0.2	5	6	15	2	1	0.98	0
> CC(C)(C)n1nc(-c2ccc(F)cc2)c2c(N)ncnc21
→ 9.6	-5	24	-8	-1	0	1.3	-3
> CCN1CCCc2cc(CN(CCN3CCOCC3)C(=S)Nc3cccc(OC)c3)ccc21
→ 1.6	-7	8	-13	-3	-1	0.85	-5
> CN1CCN(S(=O)(=O)c2ccc(NC(=O)Nc3cccc(Cl)c3)cc2)CC1
→ 17	-16	30	-2	5	14*	1.2	-5
> CCc1ccc(NC(=O)C(C)Sc2ccc(S(=O)(=O)N3CCN(C)CC3)cn2)cc1 (stereo not given)
→ -1.5	-5	13	7	4	-2	0.9	7
> Cc1ccccc1CO/N=C/c1[nH]ncc1Br
→ 1.0	-2	16	-3	0	1	0.92	3
> Cc1nn(Cc2cccc(C(=O)Nn3cc([N+](=O)[O-])cn3)c2)c(C)c1[N+](=O)[O-]
→ 0.4	10	26	14	1	-1	1	-1
> CN(c1ccc(C(=O)NCc2ccccc2)cc1)S(C)(=O)=O
→ 0.6	3	3	-9	1	-9	1	-6
> CNC(=O)c1cc(Oc2ccc(NC(=O)Nc3ccc(Cl)c(C(F)(F)F)c3)cc2)ccn1
→ 57*	30	23	-2	0	12*	1.2	10
> [O-][N+]1=C2CCC/C(=N\O)C2=NC12CCCCC2
→ -0.9	-15	6	1	1	0	1.1	0
> CC1CCCN(c2nc3c(c(=O)[nH]c(=O)n3C)n2CCCc2ccccc2)C1 (stereo not given)
→ -1.7	12	15	1	1	0	1.3	0
> CCN1CCN(c2cc3c(nn2)Oc2ccccc2N3C)CC1
→ -1.3	-9	-411	40	-4	-2	1.1	8
> Cc1ccc2nc(CSc3nc(C)cc(C)c3C#N)[nH]c2c1
→ 3.3	21	-310	-11	-26	-15	1.2	-2
> COP(=O)(OC)c1nc(-c2cccc3ccccc23)oc1N1CCCCC1
→ -2.9	0	-382	-16	-127	-3	1	-9
> Cc1ccc(-n2nc3cc(Cl)c(NC(=O)c4ccco4)cc3n2)cc1
→ 2.6	-7	-265	19	-29	2	1	4
> CC(C)C(NC(=O)c1ccccc1)c1nnc(SCC(=O)Nc2nccs2)n1C (stereo not given)
→ 1.4	-11	0	-4	1	1	0.83	11
> Cc1ccc(/C=N/NC(=O)c2nnn(-c3nonc3N)c2-c2ccc3c(c2)OCO3)s1
→ -0.9	55	-101	-21	-2	-4	1	-15

Screening results from PubChem.

Random draw from the library; overall some 6.7% were active at least once.
